Screening data from PubChem.
5HT1a ag: agonists of human 5-HT1a serotonin receptor | CHO 5-HT1a Ga15 NFAT-bla reporter, FRET ratio; 0% basal, 100% maximal reference agonist | activation, % at 10 µM | actives 0.56% (n = 65,000) | AID 567;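 active = activation above the screen-wide mean activation plus 3 SD, cut at about 19% in these data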;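 also: 0% = DMSO wells and 100% = 5-CT at EC100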
DUSP1 inh: inhibitors of human MKP-1 phosphatase; actives 0.15% (n = 65,000); recombinant MKP-1, OMFP hydrolysis fluorescence; AID 374; inhibition, %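 (compounds tested at a single concentration somewhere between 10 and 100 µM)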;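 active = inhibition above about 50%, limit read from the data; inconclusive = inhibition over screen mean plus 3 SD, below that limit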;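 also: 0% = DMSO max control wells and 100% = wells with enzyme stopped by NaOH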
Hsp90 inh: displaces geldanamycin probe from tumor Hsp90; inhibition, % at 30 µM; AID 429; NCI-N417 lysate Hsp90, Cy3B-geldanamycin FP displacement; P07900; actives 0.35% (n = 64,000);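 active = inhibition above 50%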;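 also: 0% = tracer plus lysate wells and 100% = tracer alone without lysate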
C1s block: blocks human complement C1s protease activity; P09871; actives 0.16% (n = 62,000); purified C1s, fluorogenic AMC substrate, pooled mixtures; mean inhibition % of two 10-compound mixtures (stronger effect = higher value), % at 5 µM (by protocol);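 active = inhibition above 20% in each of the two 10-compound mixture wells holding the compound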;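 also: 0% = enzyme wells lacking compound mixture and 100% = no-enzyme blank wells; some compounds called inactive have numbers as strong as hits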
Target sequence (P09871 16-437 limits assumed): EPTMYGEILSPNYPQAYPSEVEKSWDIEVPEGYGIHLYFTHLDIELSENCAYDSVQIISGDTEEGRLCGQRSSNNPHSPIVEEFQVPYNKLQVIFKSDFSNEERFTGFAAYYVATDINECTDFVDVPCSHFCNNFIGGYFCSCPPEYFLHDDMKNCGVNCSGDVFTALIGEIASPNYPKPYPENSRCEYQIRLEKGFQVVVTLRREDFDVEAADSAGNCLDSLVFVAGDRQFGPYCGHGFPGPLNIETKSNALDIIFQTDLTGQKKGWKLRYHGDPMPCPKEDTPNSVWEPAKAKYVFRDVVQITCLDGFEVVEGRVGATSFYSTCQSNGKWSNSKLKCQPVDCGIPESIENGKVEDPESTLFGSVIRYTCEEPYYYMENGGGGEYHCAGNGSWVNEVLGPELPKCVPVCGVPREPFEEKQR
Target sequence (P09871 438-688 limits assumed): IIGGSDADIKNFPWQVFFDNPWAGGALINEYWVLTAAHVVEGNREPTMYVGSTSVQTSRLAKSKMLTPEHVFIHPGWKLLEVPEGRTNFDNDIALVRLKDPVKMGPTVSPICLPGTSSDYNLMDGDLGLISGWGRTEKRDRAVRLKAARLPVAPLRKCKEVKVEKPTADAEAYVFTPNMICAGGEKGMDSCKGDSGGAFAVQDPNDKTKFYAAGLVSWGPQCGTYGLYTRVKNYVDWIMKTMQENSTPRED
FXIIa inh mix: blocks human factor XIIa in pooled compound mixtures. P00748. purified FXIIa, fluorogenic substrate. actives 0.2% (n = 62,000). inhibition, % at 5 µM;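 also: 0% = enzyme without compound and 100% = no enzyme blank; some results filed as inactive read as strong as hits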
FXIa inh mix: blocks human factor XIa in pooled compound mixtures; P03951; actives 0.19% (n = 62,000); inhibition, % at 5 µM; AID 680; purified FXIa, fluorogenic substrate;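 also: each value is inhibition by a whole ten-compound pool holding the compound; 0% = enzyme with no mixture and 100% = wells lacking enzyme; strong numbers were not always called active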
Cathepsin G inh: cathepsin G (human) inhibition; purified enzyme, AMC-tetrapeptide fluorescence, pooled mixtures; inhibition, % at 5 µM (by protocol); actives 0.2% (n = 62,000); AID 581;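 active = inhibition above 20% in each of the two mixture wells holding the compound; inactive = inhibition of 20% or less in either well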;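 also: 0% = enzyme control without mixture and 100% = blank lacking enzyme; strong numbers were not always called active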
CatL block: inhibitors of human cathepsin L | P07711 | purified cathepsin L, fluorogenic substrate, fluorescence | inhibition, %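 (tested at 10 µM)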 | actives 0.17% (n = 58,000); in the data active = inhibition above about 45%;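 also: 0% = enzyme with no compound and 100% = no enzyme blank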
Target sequence (P07711 114-288 limits assumed): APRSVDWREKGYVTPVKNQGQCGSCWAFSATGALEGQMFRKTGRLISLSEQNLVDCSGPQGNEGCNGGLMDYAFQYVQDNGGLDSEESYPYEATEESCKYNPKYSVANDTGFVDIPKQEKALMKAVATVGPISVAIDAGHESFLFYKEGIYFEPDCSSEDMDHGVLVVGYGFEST
Target sequence (P07711 292-333 limits assumed): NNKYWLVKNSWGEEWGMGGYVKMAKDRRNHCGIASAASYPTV
Cdc25B block: inhibitors of human Cdc25B phosphatase. P30305. recombinant Cdc25B, OMFP fluorescence Ex485/Em525. inhibition, %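 (compounds tested at 10 µM final in the well)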. actives 0.1% (n = 65,000); in the data active = inhibition above about 50%
An asterisk follows results filed as active; ? = inconclusive; . = no result given. Rule as the data show it, unless noted: active = inhibition above about 20% (passing the limit was not always enough); inactive = the rest.

entry	SMILES	CatL block	Cathepsin G inh	5HT1a ag	DUSP1 inh	FXIIa inh mix	FXIa inh mix	Hsp90 inh	Cdc25B block	C1s block
1	CCn1cnc2c1c(=O)n(Cc1csc(-c3ccccc3)n1)c(=O)n2Cc1ccccc1	9	9	2.7	24	6	15	-5	-11	9
2	CC1CCN(S(=O)(=O)c2ccc3[nH]cc(C(=O)NCCN4CCOCC4)c(=O)c3c2)CC1	1	6	0.9	6	-19	-5	0	-3	-37
3	CCOC(=O)CCNC(=O)CNC(=O)OCc1ccccc1	11	-5	0.6	2	3	0	0	-3	-8
4	CCOC(=O)c1c(NC(=O)CSc2nc3cccnc3n2C)sc(C(C)=O)c1C	10	9	-0.4	11	-4	0	1	-26	-9
5	COc1ccc(-c2noc(-c3ccc(Cl)cc3)n2)cc1	-2	1	-1.4	9	2	11	1	5	6
6	CCOc1cc(S(=O)(=O)NCc2ccc3c(c2)OCO3)ccc1F	-3	10	18	2	-1	5	-2	-6	9
7	Cc1ccc(C(=O)NC=C(Cl)Cl)cc1	14	9	-0.8	19	-4	-4	-2	0	1
8	CC(=O)c1ccc(OCC(O)Cn2nnc3ccccc32)cc1 (configuration not stated)	6	-2	-2.9	1	4	4	-1	-12	-2
9	COc1ccc(S(=O)(=O)Nc2ccc(Cl)cn2)c(C)c1C	15	11	-2.5	4	-16	5	0	2	20
10	CCOC(=O)C1CCN(c2nc(C)nc3c2oc2ccccc23)CC1	.	-11	2.5	10	11	-8	.	-10	-69
11	Cc1ccc(C)c(N2CCN(C(=O)c3ccc(NS(=O)(=O)c4c(C)noc4C)cc3)CC2)c1	4	-8	-0.2	?	-9	-1	-1	8	-16
12	Cc1cccc(C)c1NC(=O)CCCSc1nnc(-c2ccco2)n1-c1ccccc1	0	3	-6.3	24	6	1	-1	3	13
13	CCOC(=O)Cn1nnnc1C(CC)N(Cc1cccs1)Cc1cc2cc(C)ccc2[nH]c1=O (configuration not stated)	-7	1	1.6	31	6	10	-6	-4	-17
14	CCC(=O)N(CCO)Cc1cc2ccc(C)c(C)c2[nH]c1=O	20	3	-1.8	-19	1	-11	-3	-1	-38
15	NC(=O)c1ccsc1NC(=O)CN1C(=O)C2CC=CCC2C1=O (configuration not stated)	10	-1	-2.2	-2	-4	10	-2	8	-13
16	O=C(NC1CCCCC1)NC1CCN(CC(=O)N2CCOCC2)CC1	3	4	-2.6	0	4	6	-3	-16	-22
17	C/C(N)=C(/C#N)C(=O)COC(=O)CCSc1ccccc1	7	6	3.0	4	-1	4	-1	1	-7
18	Cc1ccc(-c2nnc(SCC#N)n2N)cc1	27	10	-3.1	0	11	-3	-3	0	-10
19	CCOC(=O)c1cc(NC(=O)N2CCOCC2)c(C)nc1C	2	8	-3.9	-3	3	5	-5	1	7
20	c1coc(CNc2nc3nonc3nc2NCc2ccco2)c1	11	-8	-1.7	-14	-22	2	-2	-1	-7
21	CSc1nsc(SCC(=O)Nc2cccc(C(C)=O)c2)n1	-2	-5	2.1	-24	0	2	-5	0	-6
22	CCCOC(=O)c1ccc(-c2c(C)noc2-c2ccc(OC)cc2O)o1	-1	4	-4.1	3	5	0	3	-3	4
23	Cc1ccc(NC(=O)CN2C(=O)C(C)Oc3ccccc32)nc1 (configuration not stated)	.	0	0.0	-17	0	5	1	4	-2
24	CCn1c(N)nc2c1c(=O)n(C)c(=O)n2C	.	21	-0.6	-7	-10	12	3	3	14
25	COc1cccc(-n2nc(C(=O)Nc3ccc4c(c3)OCO4)c3ccccc3c2=O)c1	8	12	-1.6	1	-11	7	-2	-6	11
26	CC1(C)CC(=O)C=C(NCCN2CCN(C(=O)Nc3ccc(Cl)cc3)CC2)C1	-9	-1	-0.5	9	-17	5	-3	-5	-15
27	CCOc1ccc(S(=O)(=O)N2Cc3ccccc3CC2C(=O)NCCCn2ccnc2)cc1 (configuration not stated)	5	8	-2.6	1	11	-3	-8	1	-1
28	COc1ccc(OC)c(C(=O)CSc2nc3cccnc3n2C)c1	-1	-27	-2.0	-8	4	-25	2	-23	-91
29	Nc1nc(-c2cccnc2)nn1C(=O)CCc1ccccc1	.	.	-1.6	0	.	.	0	-6	.
30	COc1ccc(CCN2C(=O)CCC2(C)C(=O)NCc2cccnc2)cc1OC (configuration not stated)	8	5	-2.2	-7	2	-9	-4	-11	-8
31	CN(C)CCCN(CCCNC(=O)/C=N/O)Cc1ccccc1	7	0	-2.6	-34	5	6	-3	17	-29
32	CC(C)(C)n1nnnc1C(c1cccnc1)N1CCN(C(=O)c2ccco2)CC1 (configuration not stated)	3	-2	2.0	7	0	10	1	-4	7
33	COC(=O)/C=C(\C)NC(=O)c1ccccc1Cl	5	-9	-0.6	6	-1	-6	-2	6	-72
34	CCOc1ccc2nc(NC(=O)C3CCCN(S(=O)(=O)c4c(C)noc4C)C3)sc2c1 (configuration not stated)	7	-4	-1.0	8	12	4	0	2	-5
35	O=C(Cn1nnc(-c2ccccc2F)n1)Nc1cccc2ncccc12	-7	17	0.2	8	11	6	.	-11	15
36	CC(C)(C)C(=O)NC1(C(F)(F)F)C(=O)Nc2c1c(=O)[nH]c(=O)n2Cc1ccco1 (configuration not stated)	-11	11	-2.0	-5	1	-2	-2	4	4
37	CC1(C)Cc2cccc(OCC(O)CNCc3ccccn3)c2O1 (configuration not stated)	9	12	-0.8	2	-4	11	2	-6	16
38	COc1cc(C2Nc3ccccc3C(=O)N2c2ccccc2OC)ccc1O (configuration not stated)	-30	20	1.8	7	-1	8	-3	-9	-6
39	COc1cc(Cn2c(N)c(C#N)c3nc4ccccc4nc32)cc(OC)c1	-47	-19	21*	14	-16	-16	-4	8	-47
40	CN1CCc2c(C#N)c(N3CCCCC3)nc(N3CCOCC3)c2C1	-10	.	-3.9	4	.	.	-12	-30	.

An excerpt of these results, with values under each structure.
Results follow in this order: CatL block, Cathepsin G inh, 5HT1a ag, DUSP1 inh, FXIIa inh mix, FXIa inh mix, Hsp90 inh, Cdc25B block, C1s block
25. COc1cccc(-n2nc(C(=O)Nc3ccc4c(c3)OCO4)c3ccccc3c2=O)c1
    8, 12, -1.6, 1, -11, 7, -2, -6, 11
26. CC1(C)CC(=O)C=C(NCCN2CCN(C(=O)Nc3ccc(Cl)cc3)CC2)C1
    -9, -1, -0.5, 9, -17, 5, -3, -5, -15
27. CCOc1ccc(S(=O)(=O)N2Cc3ccccc3CC2C(=O)NCCCn2ccnc2)cc1 (configuration not stated)
    5, 8, -2.6, 1, 11, -3, -8, 1, -1
28. COc1ccc(OC)c(C(=O)CSc2nc3cccnc3n2C)c1
    -1, -27, -2.0, -8, 4, -25, 2, -23, -91
29. Nc1nc(-c2cccnc2)nn1C(=O)CCc1ccccc1
    ., ., -1.6, 0, ., ., 0, -6, .
30. COc1ccc(CCN2C(=O)CCC2(C)C(=O)NCc2cccnc2)cc1OC (configuration not stated)
    8, 5, -2.2, -7, 2, -9, -4, -11, -8
31. CN(C)CCCN(CCCNC(=O)/C=N/O)Cc1ccccc1
    7, 0, -2.6, -34, 5, 6, -3, 17, -29
32. CC(C)(C)n1nnnc1C(c1cccnc1)N1CCN(C(=O)c2ccco2)CC1 (configuration not stated)
    3, -2, 2.0, 7, 0, 10, 1, -4, 7
33. COC(=O)/C=C(\C)NC(=O)c1ccccc1Cl
    5, -9, -0.6, 6, -1, -6, -2, 6, -72
34. CCOc1ccc2nc(NC(=O)C3CCCN(S(=O)(=O)c4c(C)noc4C)C3)sc2c1 (configuration not stated)
    7, -4, -1.0, 8, 12, 4, 0, 2, -5
35. O=C(Cn1nnc(-c2ccccc2F)n1)Nc1cccc2ncccc12
    -7, 17, 0.2, 8, 11, 6, ., -11, 15

(list continues)
entry	SMILES	CatL block	Cathepsin G inh	5HT1a ag	DUSP1 inh	FXIIa inh mix	FXIa inh mix	Hsp90 inh	Cdc25B block	C1s block
41	Cc1cc(C)n(-c2nc3sc4c(c3c3nnc(SCC(N)=O)n23)CC(C)(C)OC4)n1	-7	6	1.1	6	9	-4	0	3	-20
42	Cn1c(SCc2nc3ccccc3[nH]2)nnc1-c1cccnc1	.	0	0.4	0	-3	7	.	-7	-27
43	C/C(Sc1nnc(Cc2ccccc2)o1)=C(/O)c1ccccc1	0	8	-2.5	25	-1	5	-3	-6	11
44	OCc1nc(CO)n(Cc2ccccc2)n1	4	0	-2.8	0	-4	-1	5	-6	4
45	Cc1cc(=O)oc(C)c1C(=O)NCC(C)NC(=O)c1c(C)cc(=O)oc1C (configuration not stated)	26	.	-0.4	-12	.	.	-7	0	.
46	CC1(c2ccccc2)NC(=O)N(CC(=O)Nc2cccc(C#N)c2)C1=O (configuration not stated)	13	-3	0.0	-14	7	2	0	-5	-3
47	CCC(=O)N1CCc2cc(Br)cc(S(=O)(=O)CC(=O)OC)c21	-14	-4	-1.3	0	-15	-10	-1	-12	-24
48	Brc1ccccc1C1=Nn2c(nnc2-c2ccccc2)SC1	0	2	-1.9	12	1	2	1	-8	0
49	CCN(Cc1ccccc1)C(=O)C1CCN(Cc2ccc(OC)c(OC)c2OC)CC1	27	8	0.2	10	2	4	-2	8	1
50	O=C(CN1C(=O)c2cccc3cccc1c23)Nc1ccc2c(c1)OCO2	-4	-2	-2.6	21	1	5	-6	2	0
51	CC(=O)NCCn1c(C)cc2ccccc21	15	9	-0.6	6	4	-7	-4	14	-1
52	CCOc1ccc(OCC)c(NC(=O)C2CCN(c3ncccn3)CC2)c1	-2	7	-3.1	-4	2	5	1	-14	11
53	CCOC(=O)N1CCN(c2cc(=O)n(C3CCCCC3)c(=O)[nH]2)CC1	6	-10	1.1	3	-16	-1	2	12	-56
54	CC(=O)Nc1nc(C)c(S(N)(=O)=O)s1	0	-3	-1.3	9	6	12	4	-1	-2
55	Cc1cc(C)n2nc(S(=O)(=O)N(CC(C)C)CC(C)C)nc2n1	-3	-2	1.8	9	-1	6	-2	2	-3
56	CC1(C)Cc2nc3oc4c(NCc5ccccc5)ncnc4c3cc2CO1	-37	2	-3.1	2	5	-4	2	-2	-40

Rows are unselected. Share with any hit: about 1.6%.
